# Compound activity (PubChem)
# LDHA inh – qHTS assay for inhibitors of human lactate dehydrogenase | purified LDHA, NADH/diaphorase-resazurin fluorescence; stronger effect = lower value | activity change, % (values are at about 110 or 230 µM) | 480,000 compounds, 0.15% hits | AID 1347041, 2019; in the data active = activity change below about -30%; inconclusive = mostly about -25% to -30%;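 note: plate controls were DMSO wells for no effect and wells without enzyme for full effect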
#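 Human LDH5 at 2 nM final in Tris HCl pH 7.4 with 0.06 mM NADH and 0.2 mM pyruvate, reacted 5 minutes at room temperature. Remaining NADH coupled via diaphorase/resazurin; resorufin fluorescence read at 0 and 20 minutes, normalized to enzyme-free and DMSO wells.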
# Starred values were filed as active, the others as inactive; ? = inconclusive. This is a subset (hit frequency here may not be typical).
SMILES,LDHA inh
COc1ccc(-c2c(C)c3ccc(OCC(=O)OC(C)(C)C)cc3oc2=O)cc1OC,8
COc1ccccc1NC(=O)c1nn(-c2ccc(C)cc2)ccc1=O,-3
Cc1ccc(CNC(=O)c2ccc(C)o2)cc1,7
COc1ccc(C(=O)OC(C)C(=O)Nc2c(C)n(C)n(-c3ccccc3)c2=O)cc1 (configuration not stated),3
CCn1c(Cn2nnc(-c3ccccc3C)n2)nc2cc(S(=O)(=O)N3CCOCC3)ccc21,-5
CCC(CC)NC(=O)Cc1nn(C)c(=O)c2ccccc12,3
O=C(O)CCC(=O)NC(Cc1c[nH]c2ccccc12)C(=O)O (configuration not stated),-1
CCCOC(=O)c1c(-c2ccc(OCC)cc2)csc1NC(=O)c1ccoc1C,3
CCOC(=O)/C(C#N)=C\c1cc2ccc(C)cc2nc1N1CCCCC1,7
Cc1cccc(OC(=O)c2cc3ccccc3oc2=O)c1,2
COC(=O)C1=C(C)OC(=O)C1(NC(=O)c1ccccc1)C(F)(F)F (configuration not stated),7
CCN1CCc2c(sc(NC(=O)Nc3cccc(Cl)c3)c2C(N)=O)C1,5
COc1ccc(CNC(=O)c2ccccc2)cc1,2
Cc1c(C)n2c3c(=O)[nH]c(=O)n(C)c3nc2n1CCNc1ccccc1Cl,5
COc1cccc(Nc2nc(-c3ccc4c(c3)CCN4S(C)(=O)=O)cs2)c1,-6
Cc1ccc(S(=O)(=O)N(C)C(C)c2cc3ccccc3o2)c(C)c1 (configuration not stated),0
CC(=O)N1CCN(C(=O)c2cc3ccccc3[nH]2)CC1,-5
COCCNC(=O)CCn1ccc2cc(S(=O)(=O)N3CCCCCC3)ccc21,12
CCN(Cc1cc2ccc(C)cc2[nH]c1=O)C(=O)c1ccc(C(C)(C)C)cc1,1
CCOc1ccc2c(c1)cc(C(=O)NC(C)C)n2C,?
O=C(CCc1nc(-c2ccc(F)cc2)no1)N1CCc2sccc2C1c1cccs1 (configuration not stated),3
COc1ccc(-c2nc(-c3nonc3N)no2)cc1,-7
CC(=O)c1c(C)[nH]c(C(=O)C(C)Oc2ccc(C(=O)c3ccc(F)cc3)cc2)c1C (configuration not stated),8
CC(C)(C)CC(=O)NCC(O)c1ccccc1C(F)(F)F (configuration not stated),-6
Cc1c(-c2ccccc2)c(=O)oc2ccc(OS(=O)(=O)c3ccc(Cl)cc3)cc12,-4
COc1cccc(NC(=O)COC(=O)c2n[nH]c3ccccc23)c1,4
c1ccc2c(CNC3CCCC3)cccc2c1,-5
O=C(c1ccc(C(F)(F)F)cc1)N1CCN(C/C=C/c2ccccc2)CC1,-3
Cc1cccc(NC(=S)N/N=C2/CCCC(C)C2)c1 (configuration not stated),-2
COC(=O)CSc1nc2c(c(=O)[nH]c(=O)n2C)n1Cc1ccccc1,11
CCN(CC)CC1CCN(C(=O)CCc2c[nH]c3ccccc23)CC1,?
N#CC(C#N)=CNc1nc(-c2ccc3c(c2)CCCC3)cs1,9
COCCCn1c(CCn2cc(Cl)cn2)n[nH]c1=S,9
O/N=C/c1cn(Cc2ccc(F)cc2)c2ccccc12,7
Cc1cc(C)c(S(=O)(=O)NCC(c2cccnc2)S(=O)(=O)c2ccccc2)c(C)c1 (configuration not stated),1
CCCCc1cc(=O)oc2c(C)c(OCC)ccc12,13
C=CCn1c(=O)c2c(nc(-n3nc(CC)cc3CC)n2C)n(C)c1=O,-1
CCCCSc1nc2c(c(=O)n(C)c(=O)n2C)n1C/C=C/c1ccccc1,-18
Cc1nc2ccccc2nc1SCC(=O)N1CCCC1,1
CNC(=O)NC(=O)CSc1nc(NC2CC2)c2ccccc2n1,10
O=C(NCC1CN(Cc2ccccc2)CCO1)C1CCC1 (configuration not stated),4
Cc1cc(C)c2oc(=O)cc(-c3cc4ccccc4o3)c2c1,15
Cn1c(=O)[nH]c(=O)c2c1nc(SCC(N)=O)n2Cc1ccccc1Cl,5
O=C(/C=C/c1ccco1)NCCC1=CCCCC1,2
COc1ccc(S(=O)(=O)N2CCN(Cc3ccc(C(F)(F)F)cc3)CC2)cc1OC,-7
CCOc1ccccc1-n1cnc2cc(C(=O)NCC(OCC)OCC)ccc21,8
O=C(NCc1ccccc1)C1CCN(c2nc3ccccc3o2)CC1,0
CC(C)(C)OC(=O)NCc1nnc(-c2cc3ccccc3[nH]2)s1,-2
Cc1ccc2c(c1)SC(C(=O)Nc1ccc(C)c(C)c1)C2 (configuration not stated),4
COc1ccc(-c2noc(-c3cc(C4CC4)[nH]n3)n2)cc1OC,4
O=C1c2ccccc2NC(c2cnc3ccccc3n2)N1c1ccc(Cl)cc1 (configuration not stated),-10
O=C(Nc1ccc(OCC(F)(F)F)cc1)c1n[nH]c(=O)c2ccccc12,-5
O=C(OCC(=O)N(/N=C/c1ccccc1)c1cccc(C(F)(F)F)c1)c1cc(Cl)ccc1[N+](=O)[O-],8
CCCc1nc(C#N)c(N2CCN(c3cccc(Cl)c3)CC2)o1,8
COc1cc(CC(=O)Nc2cc(S(=O)(=O)N3CCCCC3)ccc2C)cc(OC)c1OC,4
CCN1C(=O)C(Cc2ccc(OC)c(OC)c2OC)c2ccccc21 (configuration not stated),8
Cn1c(=O)n(C)c2cc(NC(=O)CN3C(=O)COc4ccccc43)ccc21,-17
O=C(Nc1nc(-c2ccc(Cl)cc2Cl)cs1)C1CCN(C(=O)c2ccco2)CC1,5
CCOC(=O)c1nc2ccccc2nc1N1CCN(C(=O)c2ccc(C)cc2)CC1,-5
CN(Cc1ccccc1)C(=O)c1cc(-c2ccncc2)nc2ccccc12,3

# Ordered by molar mass (high to low): 28 of the compounds above
SMILES,LDHA inh
O=C(OCC(=O)N(/N=C/c1ccccc1)c1cccc(C(F)(F)F)c1)c1cc(Cl)ccc1[N+](=O)[O-],8
COc1cc(CC(=O)Nc2cc(S(=O)(=O)N3CCCCC3)ccc2C)cc(OC)c1OC,4
O=C(Nc1nc(-c2ccc(Cl)cc2Cl)cs1)C1CCN(C(=O)c2ccco2)CC1,5
Cc1cc(C)c(S(=O)(=O)NCC(c2cccnc2)S(=O)(=O)c2ccccc2)c(C)c1 (configuration not stated),1
COc1ccc(S(=O)(=O)N2CCN(Cc3ccc(C(F)(F)F)cc3)CC2)cc1OC,-7
CCOC(=O)c1nc2ccccc2nc1N1CCN(C(=O)c2ccc(C)cc2)CC1,-5
CCOc1ccccc1-n1cnc2cc(C(=O)NCC(OCC)OCC)ccc21,8
O=C1c2ccccc2NC(c2cnc3ccccc3n2)N1c1ccc(Cl)cc1 (configuration not stated),-10
CCCCSc1nc2c(c(=O)n(C)c(=O)n2C)n1C/C=C/c1ccccc1,-18
Cn1c(=O)[nH]c(=O)c2c1nc(SCC(N)=O)n2Cc1ccccc1Cl,5
Cn1c(=O)n(C)c2cc(NC(=O)CN3C(=O)COc4ccccc43)ccc21,-17
O=C(Nc1ccc(OCC(F)(F)F)cc1)c1n[nH]c(=O)c2ccccc12,-5
COC(=O)CSc1nc2c(c(=O)[nH]c(=O)n2C)n1Cc1ccccc1,11
CN(Cc1ccccc1)C(=O)c1cc(-c2ccncc2)nc2ccccc12,3
C=CCn1c(=O)c2c(nc(-n3nc(CC)cc3CC)n2C)n(C)c1=O,-1
CCN(CC)CC1CCN(C(=O)CCc2c[nH]c3ccccc23)CC1,?
O=C(NCc1ccccc1)C1CCN(c2nc3ccccc3o2)CC1,0
CNC(=O)NC(=O)CSc1nc(NC2CC2)c2ccccc2n1,10
CC(C)(C)OC(=O)NCc1nnc(-c2cc3ccccc3[nH]2)s1,-2
COc1ccc(-c2noc(-c3cc(C4CC4)[nH]n3)n2)cc1OC,4
N#CC(C#N)=CNc1nc(-c2ccc3c(c2)CCCC3)cs1,9
COCCCn1c(CCn2cc(Cl)cn2)n[nH]c1=S,9
Cc1ccc2c(c1)SC(C(=O)Nc1ccc(C)c(C)c1)C2 (configuration not stated),4
O=C(NCC1CN(Cc2ccccc2)CCO1)C1CCC1 (configuration not stated),4
Cc1nc2ccccc2nc1SCC(=O)N1CCCC1,1
O/N=C/c1cn(Cc2ccc(F)cc2)c2ccccc12,7
CCCCc1cc(=O)oc2c(C)c(OCC)ccc12,13
O=C(/C=C/c1ccco1)NCCC1=CCCCC1,2

# (listing goes on)
SMILES,LDHA inh
CCOC(=O)N1CCN(c2nc3ccccc3nc2C(C#N)C(=O)NC2CCCCC2)CC1 (configuration not stated),3
O=Cc1ccc(O)c(Cl)c1,6
CCC1c2ccsc2CCN1C(=O)/C=C/c1ccccc1C (configuration not stated),2
Cc1ccc(-c2nc(CS(=O)(=O)CC(=O)N3CCN(c4cc(C)ccc4C)CC3)c(C)o2)cc1,2
COCC(=O)N1N=C(c2ccc3c(c2)OCO3)CC1c1ccc2nccnc2c1 (configuration not stated),1
CCC(C)NC(=O)Cn1ncc2ccccc2c1=O (configuration not stated),-2
COc1cccc(C(=O)OC(C)C(=O)C23CC4CC(CC(C4)C2)C3)c1OC (configuration not stated),9
COc1ccc(-c2nc(CNC(=O)Nc3ccc(C)cc3Cl)c(C)o2)cc1,-2
COc1ccc(CNC(=O)CCc2ncc(-c3c(F)cccc3F)o2)cc1,-6
CC1CCN(c2nc3c(s2)c(=O)n(C(C)C)c(=O)n3CC(=O)Nc2cccc(Cl)c2)CC1,0
Cc1ccsc1/C=C(/C#N)C(=O)NC1CCCCC1C (configuration not stated),14
Cc1cccc(COC(=O)Cn2c(=O)c3c(ncn3CC(C)C)n(Cc3ccccc3)c2=O)c1,6
O=C(NCc1ccc2c(c1)OCO2)N1CCN(S(=O)(=O)c2ccccc2F)CC1,2
CCN(CC(=O)NC(C)(C)C)C(=O)CSc1nc2ccccc2o1,-14
N#Cc1nc(/C=C/c2ccc(F)cc2)oc1NCc1ccccc1,2
CCc1ccc(-c2nc(SC(C(=O)N(C)C)c3ccccc3)n[nH]2)cc1 (configuration not stated),1
Cc1ccc(N2CC(c3nc4ccccc4n3CCN3CCOCC3)CC2=O)cc1Cl (configuration not stated),-3
O=C1CCc2c(Cl)cc(Cl)c(O)c21,7
COc1cc(Br)c2cc(C(=O)O)[nH]c2c1OC,-9
CCOC(=O)C(=CNC(C)=O)C(=O)OCC,-7
Cc1cccc(-c2cc(C(=O)Nc3cccc(C)n3)c3ccccc3n2)c1,0
O/N=C/c1ccc(OCc2ccc(Br)cc2)cc1,9
CC12CC3CC(C1)CC(c1ccc(O)cc1)(C3)C2,10
O=C(CSc1nc(Cl)nc2nc[nH]c12)NCCc1ccccc1,-2
O=C(Nc1cccc(S(=O)(=O)N2CCCCC2)c1)C1CC(=O)N(C2CCCC2)C1 (configuration not stated),-14
Cc1ccc(NC(=O)CN(c2ccccc2F)S(=O)(=O)c2ccccc2)c(C)c1,2
CN(C)CC(O)COc1ccc(NC(=O)Nc2ccc(F)cc2)cc1 (configuration not stated),-9
CCc1nnsc1C(=O)NCC1(c2cccc(F)c2)CCOCC1,6
Fc1ccc(/C=N/Nc2ccc(Cl)c(Cl)c2)cc1F,11
COc1cc(C(=O)/C=C/c2ccccc2F)ccc1S(C)(=O)=O,11
CCc1ccc2[nH]c(C)c(CC(=O)O)c2c1,9
Cc1cnc(C(=O)OCC(=O)c2ccc3ccccc3c2)cn1,1
CC(C)(C)c1ccc(Oc2ccc(C#N)c(C#N)c2)cc1,7
CCOC(=O)C(NC(=O)Cc1c[nH]c2ccccc12)C(=O)OCC,1
O=C(Nc1ccccc1-c1ccccc1)c1cccc(F)c1,2
COc1ccc(NC(C)=O)cc1NC(=O)/C=C/c1ccc2ccccc2n1,3
CCN(CC)C(=O)c1cccc(NC(=O)c2cc(S(=O)(=O)NCc3ccccc3)ccc2C)c1,12
N#CC(C#N)=C(/C=C/c1ccc(OC(F)F)cc1)C1CC1,1
CCOC(=O)CS(=O)(=O)C(c1ccccc1)S(=O)(=O)CC(=O)OCC,1
Cc1ccc(F)cc1NC(=O)C(C)(C)c1ccccc1,-17
CCCCCc1ccc(-c2ccc(/C=C/C#N)cc2)nc1,5
CCOC(=O)c1ccc2nc(C)cc(Nc3ccc(OC)cc3)c2c1,6
C=C(C)CNC(=S)N/N=C1\CC2CC=CC12 (configuration not stated),-5
COc1ccc(CNCC(O)COc2ccc(C(C)(C)C)cc2C)cc1OC (configuration not stated),-5
CC(C)c1ccc(-c2nnn(C(C)C(=O)Nc3cccc(C#N)c3)n2)cc1 (configuration not stated),-1
CC(C)Cc1nc(OCC(=O)N2CCCCC2)c(C#N)c2c1CCCC2,8
COc1ccc(-c2c(-c3ccc(OCCN4CCOCC4)cc3O)n[nH]c2C)cc1,8
Cc1ccc(-c2csc(-c3nc(-c4ccccc4)cs3)n2)c(C)c1,-12
CC1COCCN1C(=O)Cc1n[nH]c(=O)c2ccccc12 (configuration not stated),10
O=S(=O)(c1ccc(Oc2ccc3ccccc3c2)nc1)N1CCOCC1,4
Cc1ccccc1NC(=O)CSc1nc(N2CCCC2)c2c(c1C#N)CCCC2,4
COC(=O)c1ccc(COc2ccccc2Br)cc1,10
O=C(OC1CCOC1=O)c1ccccc1Sc1ccc(C(F)(F)F)cc1[N+](=O)[O-] (configuration not stated),9
CC(=O)Nc1ccc(S(=O)(=O)Nc2nc3ccccc3nc2Nc2ccccc2C)cc1,4
N#Cc1c(NCc2ccncc2)nc(-c2ccccc2)c2c1CCCC2,2
CN(C)CCNCC1CCCO1 (configuration not stated),-3
Cc1c(O)ccc2c(CN3CCCCC3C)cc(=O)oc12 (configuration not stated),2
CNc1oc(-c2cc(S(=O)(=O)N(Cc3ccccc3)C(C)C)c(C)o2)nc1C#N,0
Cc1noc(/C=C\c2ccc(S(=O)(=O)N3CCN(C)CC3)cc2)c1NC(=O)C1CC1,11
CN(Cc1cccc(F)c1)S(=O)(=O)c1cccc2nsnc12,7

# The results go on.
SMILES,LDHA inh
COc1ccc(/C=C/c2nc(C#N)c(NCCN3CCOCC3)o2)cc1OC,1
CC(C)(C)OC(=O)COC(=O)c1ccc2c(c1)NC(=O)CS2,-23
CC1CCC(NC(=O)c2ccccc2SCC#N)CC1 (configuration not stated),8
CCCn1c(=O)[nH]c(=O)c2c1nc(CN1CCc3ccccc3C1)n2CCOC,7
S=C(NCCc1ccccc1)Nc1cccc(Cl)c1,11
C=CCNC(=S)NNC(N)=S,11
